# ERp5 inh – inhibitors of ERp5-driven insulin aggregation, primary screen, biochemical, turbidity, absorbance 650 nm, single point. 350,000 compounds, 0.05% hits. inhibition, % at 9.99 µM. 90 min. Protein disulfide-isomerase A6 (Homo sapiens), Q15084. AID 651711, 2012;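 active = mean replicate inhibition above about 25%, with every replicate also reaching it, limit read from the data, passing the limit was not always enough; inconclusive = only one of those two criteria met; inactive = neither criterion met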
# Target sequence (Q15084 whole entry, looked up): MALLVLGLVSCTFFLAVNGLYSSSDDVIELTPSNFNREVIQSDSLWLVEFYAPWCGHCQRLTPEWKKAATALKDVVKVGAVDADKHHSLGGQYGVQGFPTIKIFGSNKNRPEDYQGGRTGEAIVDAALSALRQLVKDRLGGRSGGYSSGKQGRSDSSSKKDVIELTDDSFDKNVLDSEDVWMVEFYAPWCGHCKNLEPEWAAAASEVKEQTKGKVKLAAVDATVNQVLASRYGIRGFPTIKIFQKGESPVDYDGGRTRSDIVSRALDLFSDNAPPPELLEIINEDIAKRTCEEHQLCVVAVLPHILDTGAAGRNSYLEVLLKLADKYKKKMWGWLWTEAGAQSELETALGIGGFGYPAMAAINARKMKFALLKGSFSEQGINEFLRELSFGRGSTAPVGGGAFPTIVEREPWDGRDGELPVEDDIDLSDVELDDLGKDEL
# INS-1E GSIS act – GLuc luminescence reporter in INS-1E cells, primary screen for activators of glucose-dependent secretion of insulin; 370,000 compounds, 0.61% hits; activation, % at 16.6 µM; INS-1E GLuc reporter insulin secretion, 2-3 h;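 active = lowest replicate activation of at least 40%, so every replicate reaches that level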;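 note: 0% = median of neutral control wells and 100% = median of IBMX positive control wells; some compounds called inactive have numbers as strong as hits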
# F508del corr – F508del CFTR correction, initial screen, CFBE line, single point; CFBE cells, YFP halide quenching; stimulated with forskolin plus potentiator P3; % fluorescence drop versus neutral controls; activity (quench increase), % at 7.58 µM; 350,000 compounds, 0.36% hits;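 active = mean added fluorescence quench of at least 8% versus neutral control, with both replicates also reaching 8%; inconclusive = only one of the mean or replicate conditions met; inactive = mean below 8% and not both replicates reaching 8%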;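 note: cells transiently co-express mutant CFTR-F508del with the halide-sensitive YFP; corrector assay measuring rescue of mutant channel to the surface after 24 h compound exposure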
# EWS-Fli block – EWS/Fli-driven NR0B1 reporter inhibitors, primary screen, A673 cells, NR0B1 luciferase, luminescence, MLPCN library; viability-normalised; inhibition, % at 12.6 µM; 350,000 compounds, 0.67% hits;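 active = mean inhibition of at least 50% after viability correction, with every replicate also passing that limit; inconclusive = mean reaches 50% but only one of two replicates passes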;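 note: firefly luciferase signal divided by Alamar Blue viability fluorescence both relative to DMSO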
# PAX8 inh HTS – inhibitors of PAX8-driven TPO luciferase reporter, primary screen, RMG-I cells, single concentration | SteadyGlo, 24 h | inhibition, % at 12.6 µM | 360,000 compounds, 1.2% hits | AID 652154, 2013;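 active = mean replicate inhibition at least 60% with every replicate also reaching 60%; inconclusive = only one of the two criteria is met; inactive = mean below 60% and not all replicates reaching 60%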;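 note: luciferase light reporting Pax8 driven TPO promoter activity; plate controls were median of neutral control wells for no effect and mitoxantrone controls for full effect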
# DENV2 CPE rescue – inhibitors of DENV2 cytopathic effect, primary screen, cell-based, plate reader, single concentration | CPE inhibition, % at 9.99 µM | DENV2-infected cells, cytopathic effect rescue | 350,000 compounds, 1.7% hits; in the data active = CPE inhibition above about 20%, passing the limit was not always enough; inconclusive = no clear call, values can overlap the other calls; tested in BHK-21 cells;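 note: 0% = median of neutral control wells and 100% = median of positive control wells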
# ARNT TACC3 PPI – disruptors of ARNT/TACC3 protein interaction, primary screen, biochemical, AlphaScreen, single concentration; AlphaScreen His-ARNT PAS-B/GST-TACC3 binding, luminescence; TACC3 fragment carries E629A point mutation; inhibition, % at 9.99 µM; 390,000 compounds, 0.66% hits;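 active = mean inhibition of replicates at least 50% and at least half of replicates each reaching 50%; inconclusive = half or more replicates reach 50% but mean below 50%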;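 note: 0% = complete ARNT plus TACC3 wells and 100% = ARNT alone without TACC3; many hits fall short of the cut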
# XiGFP reactiv – activators of inactive X chromosome reactivation, primary screen, imaging, XiGFP fibroblasts, GFP high-content imaging, set 2. XiGFP mouse fibroblasts, % GFP-positive cells imaging, 3 d; cells co-treated with 5-aza-dC sensitizer; scaled so ellipticine positive control = 100%. activation, % at 7.58 µM. 360,000 compounds, 0.055% hits;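 active = mean normalized replicate activation at least 10% and every replicate at or above 10%; inconclusive = only one of the two criteria met; inactive = mean below 10% and not all replicates reach 10%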;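 note: 0% = median of on-plate neutral control wells and 100% = ellipticine 6 µM median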
#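 System: 68-5-11 XiGFP fibroblast line | Buffer or medium: DMEM containing 5-aza-dC | Compound: Single point | Times: Compounds 3 days, fix/stain 15 min at room temperature | Benchmarks: Positive control ellipticine, 6 µM final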
# An asterisk follows results filed as active; ? = inconclusive; . = no result given; & = joins results of further samples.
molecule	ERp5 inh	INS-1E GSIS act	F508del corr	EWS-Fli block	PAX8 inh HTS	DENV2 CPE rescue	ARNT TACC3 PPI	XiGFP reactiv
NC(=O)c1ccsc1NC(=O)CSc1ncnc2sccc12	4	57*	0.3	-12	.	-4	-10	0.4
Cc1ccccc1N(CC(=O)Nc1ccc(S(=O)(=O)N2CCOCC2)cc1)S(C)(=O)=O	6	-16	0.2	6	6	4	-3	-1.0
COc1ccc(CCNC(=O)CN2CCN(Cc3ccccc3F)C2=O)cc1OC	1	10	0.7	7	12	7	-1	0.2
C[C@@H]1CN([C@H](C)CO)C(=O)c2cc(C3=CCCC3)cnc2O[C@H]1CN(C)C(=O)c1ccccc1	5	-3	-1.4	6	.	-2	3	-0.9
COc1ccc(NC(=O)Nc2cccc3c2O[C@H](CN(C)C(=O)Nc2cccc4ccccc24)[C@@H](C)CN([C@H](C)CO)C3=O)cc1	.	-24	-4.2	-19	2	6	4	0.0
C/C(=N\Nc1ccc(S(N)(=O)=O)cc1[N+](=O)[O-])c1ccc2c(c1)OCO2	0	8	0.7	-17	12	-5	-9	0.4
O=C(Nc1ccccc1Cl)c1ccccc1Cc1ccccc1	.	-31	.	.	5	.	1	-0.1
Cc1ccc(C(=O)Nc2nnc(-c3ccco3)o2)cc1	4	2	.	6	-31	-4	29	0.0
CNC[C@H]1OCCCC[C@@H](C)Oc2ccc(NS(=O)(=O)c3c(C)noc3C)cc2C(=O)N([C@@H](C)CO)C[C@H]1C	.	9	-3.4	-8	-15	-17	-12	0.0
Cc1ccc(S(=O)(=O)N(C)C[C@H]2Oc3ccc(NS(=O)(=O)c4c(C)noc4C)cc3C(=O)N([C@H](C)CO)C[C@H]2C)cc1	-2	-8	-0.5	-3	3	-5	12	-0.2
Fc1ccc(Nc2nnc(C(F)(F)F)s2)cc1Cl	2	-12	-2.5	2	-6	-6	-7	0.1
O=c1oc(C2(O)CCCCC2)cc2ccc(Br)cc12	8	3	-3.9	-14	-36	-11	4	0.0
O=[N+]([O-])c1ccccc1S(=O)(=O)N/C(=N/S(=O)(=O)c1ccccc1)c1ccccc1	-1	.	-2.4	-9	-3	3	-4	-0.1
C[C@H](CO)N1C[C@H](C)[C@@H](CN(C)C(=O)Nc2ccc(F)cc2)Oc2ccc(NC(=O)Nc3ccc4c(c3)OCO4)cc2C1=O	.	1	0.1	1	-20	?	13	-0.4
CCCC(=O)Nc1ccc2c(c1)C(=O)N(C)C[C@@H](OC)[C@H](C)CN(S(=O)(=O)c1cn(C)cn1)[C@H](C)CO2	-1	-5	0.2	-2	-4	11	-12	0.1
CC1CCCCC1NC(=O)c1ccc2c(c1)OCCO2 (stereo not drawn)	-2	6	1.0	-35	-89	9	3	0.0
Cc1ccc(S(=O)(=O)Nc2cccc3c2O[C@@H](CN(C)Cc2ccc(C(F)(F)F)cc2)[C@@H](C)CN([C@@H](C)CO)C3=O)cc1	-6	-11	-0.4	3	.	-1	-1	-0.1
Cc1noc(C)c1S(=O)(=O)Nc1ccc2c(c1)C(=O)N([C@@H](C)CO)C[C@@H](C)[C@@H](CN(C)S(=O)(=O)c1ccccc1)OCCCC[C@@H](C)O2	2	-13	1.3	-3	-13	-9	-5	-0.1
COc1ccc(Nc2nc(N)nc(CCl)n2)cc1	5	2	-0.7	44	101*	?	8	0.0
CCOc1ccc(OCCOc2ccc(/C=C/C(=O)O)cc2OCC)cc1	5	5	1.3	3	2	-1	26	.
COc1c(Cl)cc(Cl)cc1C(=O)Nc1ccc(CN2CCOCC2)cc1	-3	-4	0.9	-3	-3	-4	-5	0.1
Cn1c(=O)c(=O)n(C)c2cc(N3CCCCC3)c(NS(=O)(=O)c3ccc(Br)cc3)cc21	1	-26	0.8	7	-4	-2	8	0.0
COc1ccc(CC(=O)O/N=C(\N)Cc2ccc([N+](=O)[O-])cc2)cc1	2	-9	0.7	0	19	3	3	-0.1
COc1ccc(C(=O)N/N=C/c2ccc3cccc(O)c3n2)cc1	2	-2	.	-5	-16	-1	34	0.0
CCC(=O)N(CC(C)C)C[C@@H]1[C@@H](c2ccccc2)[C@@H](CO)N1S(C)(=O)=O	5	-9	0.0	.	.	29*	.	0.0
COC(=O)COc1ccc(C2Nc3c(Cl)ccc(C(=O)O)c3C3C=CCC32)cc1 (stereo not drawn)	1	-1	1.9	5	-12	-5	19	0.0
O=C([C@H]1[C@H](CO)[C@H]2Cn3c(ccc(-c4ccccc4F)c3=O)[C@@H]1N2C(=O)C1CC1)N1CCCCC1	5	6	-1.2	0	.	-9	12	-0.1
NC(=O)C1CCN(c2nc(-c3ccccc3N)cs2)CC1	.	29	-1.8	-17	-48	.	1	0.0
C[C@H](CO)N1C[C@H](C)[C@H](CN(C)CC2CCOCC2)Oc2ncc(C#Cc3ccc(F)cc3)cc2C1=O	3	10	-2.8	10	.	5	-7	-0.6
Cc1n[nH]c(=O)c2c(NC(=O)CSc3nnc(-c4ccncc4)n3C)oc(C)c12	-6	-4	1.2	6	21	4	-38	0.5
O=C(CNC(=O)C1CCCCC1)Nc1ccccc1Cl	.	9	.	.	-8	.	-4	-0.1
Cn1c(SCc2ccc([N+](=O)[O-])cc2)nnc1-c1ccncc1	2	4	0.6	-10	-8	-2	10	0.0
CCCc1nnc(SCC(=O)Nc2ccccc2Cl)n1CC1CCCO1 (stereo not drawn)	3	2	0.7	-3	-4	0	11	0.0
O=C(Cc1ccccn1)N[C@H]1CC[C@H](CCNC(=O)c2cc(Cl)cc(Cl)c2)O[C@@H]1CO	-6	10	1.8	-2	3	8	-6	0.0
NC(=O)C1CCN(Cc2cccc(OCc3ccccc3)c2)CC1	-3	7	-1.1	5	6	-4	-3	0.0
COc1ccc(-n2c(SCC(=O)N(C)C3CCS(=O)(=O)C3)nc3ccc(O)cc3c2=O)cc1OC (stereo not drawn)	5	-7	-4.9	2	13	2	-1	0.0
Cc1ccc(CN2CCN(Cc3cnc(N4CCOCC4)s3)CC2CCO)o1 (stereo not drawn)	2	8	.	27	-3	-3	-3	0.1
O=C1CCCCCC(=O)[C@H](O)C[C@H](c2ccccc2)O1	-2	-7	-0.8	-4	11	0	.	-0.1
Nn1c(SCC(=O)Nc2ccc3c(c2)OCCO3)nnc1-c1cccnc1	5	.	-4.4	-1	.	-4	-15	0.0
NC(=O)c1ccc(NC(=O)COC(=O)CCCN2C(=O)c3cccc4cccc(c34)C2=O)cc1	0	3	-0.3	1	21	7	-6	0.2
COc1cc(S(=O)(=O)NCc2ccccc2)ccc1-n1cnnn1	1	11	-4.4	0	5	10	1	0.4
CCS(=O)(=O)N1Cc2ccccc2CC1C(=O)Nc1nc2ccc(C)cc2s1 (stereo not drawn)	3	.	-1.4	-29	22	8	6	0.4
C[C@@H]1CN([C@H](C)CO)S(=O)(=O)c2ccc(-c3cccnc3)cc2O[C@@H]1CN(C)C(=O)CC1CC1	2	6	2.3	4	.	2	3	-0.8
CC(C)(C)c1ccc(NC(=O)N2CCN(c3ccc([N+](=O)[O-])cn3)CC2)cc1	-1	-5	-1.6	8	-48	9	-2	0.0
CCCCn1c(N)c(N(Cc2ccccc2OC)C(=O)C(C)C)c(=O)[nH]c1=O	4	4	-1.8	.	-9	-4	0	0.0
CCOc1ccccc1NC(=O)Nc1ccon1	2	-3	-1.2	-13	-25	-3	-6	0.1
COc1ccccc1N1CCN(CCCNc2c(C)c(=O)n(C)c(=O)n2C)CC1	1	.	-0.5	-5	-1	2	-3	-0.1
COC(=O)c1ccc(-n2nnnc2SCC(=O)N2CCCCC2)cc1	0	-9	.	.	-7	.	0	.
CC=Cc1ccc2n(c1=O)C[C@H]1[C@H](CO)[C@@H](C(=O)NCCN3CCCC3)N(C(=O)NCCC)[C@@H]21 (mixture of isomers)	10	5	-0.6	1	-15	-5	-4	0.7
C#CC(C)OC(=O)C(C)NC(=O)c1ccccc1 (stereo not drawn)	1	-4	-2.8	2	4	.	-6	0.1
O=S1(=O)CC(N2CCCC2)CN1C1CCCC1 (stereo not drawn)	1	14	-2.5	-5	-8	-10	.	.
Cc1cccnc1NC(=O)c1ccc(Cl)c(S(=O)(=O)N2CCCCCC2)c1	-7	9	-0.8	12	.	13	3	0.4
CCOc1cccc2cc(C(=O)NCc3ccc(Cl)cc3)c(=N)oc12	-2	7	0.5	4	-8	5	-1	0.0
CC(=O)OC[C@@H]1CN(Cc2ccccc2)C[C@H](n2cnc3c(NC(C)C)ncnc32)O1	10	.	2.3	2	-6	3	.	0.0
COc1ccc(N(CC(=O)NC2CC3CCC2C3)S(=O)(=O)c2ccc(C)cc2)cc1OC (stereo not drawn)	-2	-20	0.1	-1	12	-1	1	0.4
CCC(=O)N1CC(=O)N2[C@H](C1)[C@H](c1ccc(C#Cc3cccc(F)c3)cc1)[C@@H]2CO	-1	-17	3.4	-1	.	-20	.	0.0
COc1ccc(-c2ocnc2C(=O)NCc2nn(-c3ccccc3)nc2C)cc1	6	-4	-8.3	22	32	-2	-4	0.0
COc1cccc(Cn2cnc(-c3ccccc3OC)c2C2CC2)c1	-3	-50	-0.9	6	9	6	.	0.0
COc1ccc(-c2c(C)nn3c(-c4ccccc4)cc(C)nc23)cc1	4	1	-1.2	8	15	-1	9	0.0
O=C1C=C(Nc2ccccc2)C(=O)c2ccccc21	0	9	1.8	-35	.	-2	-5	.

# More records:
molecule	ERp5 inh	INS-1E GSIS act	F508del corr	EWS-Fli block	PAX8 inh HTS	DENV2 CPE rescue	ARNT TACC3 PPI	XiGFP reactiv
C[C@@H]1CN([C@@H](C)CO)C(=O)CCCn2nncc2CO[C@@H]1CN(C)S(C)(=O)=O	-2&3	3&0	0.0&-2.8	-11&-9	-17&4	1&7	-8	0.2&-0.3
O=C(C1CCCC1)N1CCCCN2[C@H](C1)[C@H](c1ccc(C#CC3CC3)cc1)[C@@H]2CO	-2	.	-1.0	5	12	3	-3	.
CC(C)C#Cc1ccc2c(c1)O[C@H](CN(C)C)[C@@H](C)CN([C@@H](C)CO)S2(=O)=O	0	2	0.3	5	-10	9	36	0.0
CCOc1ccc(C(=O)C(C)OC(=O)Cn2c(C)csc2=O)cc1 (stereo not drawn)	0	-6	-1.7	-1	-5	?	-5	0.0
O=C(N[C@@H](Cc1ccccc1)C(=O)OCc1ccccc1)c1nc[nH]c1C(=O)N1CCN(c2ccccc2)CC1	6	-7	2.2	-2	1	6	0	0.1
COCC(=O)N1[C@@H](C#N)[C@H](c2ccccc2-c2ccccc2)[C@@H]1CO	1	1	2.4	-3	-7	4	.	0.0

# Screening results as filed in PubChem.
